C1s inh = blocks human complement C1s protease activity. P09871. purified C1s, fluorogenic AMC substrate, pooled mixtures. mean inhibition % of two 10-compound mixtures (active compounds read high), % at 5 µM (by protocol). 0.16% of 62,000 active. AID 538;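 active = inhibition above 20% in each of the two 10-compound mixture wells holding the compound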;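 also: 0% = enzyme wells lacking compound mixture and 100% = no-enzyme blank wells; some compounds called inactive have numbers as strong as hits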
Her2 expr inh = Her2 kinase expression inhibition; P04626; SKBR-3 HER2 protein level, AlphaScreen, 18-24 h; active compounds read low; HER2 level % of control, % at 10 µM; 0.69% of 65,000 active; AID 645;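 active = HER2 level under 5% of the carrier-only control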;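 also: 100% = DMSO carrier and 0% = 500 nM PU-H71 HSP90 inhibitor; lower value means stronger loss of Her2 protein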
ROCK2 blocker = blocks human Rho kinase 2 activity; purified ROCK2, Kinase-Glo ATP depletion luminescence; 0.35% of 60,000 active; inhibition, % at 6 µM;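 active = inhibition above the screen-wide mean inhibition plus 3 SD, cut at about 18% in these data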;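 also: plate controls were DMSO wells for no effect and Y-27632 control wells after no-enzyme background subtraction for full effect; many of its hits are not listed in these tables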
CatB mix inh = inhibitors of human cathepsin B in compound mixtures; Purified cathepsin B, AMC dipeptide fluorescence; inhibition, %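 (ten-compound pools at 5 µM per compound and 50 µM total)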; 0.06% of 62,000 active; in the data active = inhibition above about 22%, passing the limit was not always enough;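 also: 0% = enzyme without compound and 100% = no enzyme blank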
PKA kinase inh = PKA (human) kinase inhibition | P17612 | inhibition, % at 6 µM | PKA Kemptide phosphorylation, Kinase-Glo ATP luminescence | 0.1% of 65,000 active;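 active = inhibition above the screen-wide mean inhibition plus 3 SD, cut at about 21% in these data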; also: many of its hits are not listed in these tables
CatB block = inhibitors of human cathepsin B; purified cathepsin B, fluorogenic substrate, fluorescence; AID 453; 0.1% of 63,000 active; inhibition, %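 (tested at 10 µM)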; P07858; in the data active = inhibition above about 21%;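 also: 0% = enzyme with no compound and 100% = no enzyme blank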
CatS inh = human cathepsin S inhibition. recombinant cathepsin S, AMC dipeptide fluorescence, pooled mixtures. inhibition, %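 (tested at 5 µM per compound within 10-compound mixtures)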. 0.06% of 62,000 active; in the data active = inhibition above about 32%, passing the limit was not always enough;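 also: 0% = enzyme without compound and 100% = blank without enzyme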
CatL block = inhibitors of human cathepsin L; P07711; 0.17% of 58,000 active; inhibition, %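 (tested at 10 µM)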; purified cathepsin L, fluorogenic substrate, fluorescence; in the data active = inhibition above about 45%;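 also: 0% = enzyme with no compound and 100% = no enzyme blank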
CatG inh = cathepsin G (human) inhibition; purified enzyme, AMC-tetrapeptide fluorescence, pooled mixtures; inhibition, % at 5 µM (by protocol); 0.2% of 62,000 active; AID 581;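 active = inhibition above 20% in each of the two mixture wells holding the compound; inactive = inhibition of 20% or less in either well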;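 also: 0% = enzyme control without mixture and 100% = blank lacking enzyme; strong numbers were not always called active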
The depositor's hits bear a star; · = not tested or not shown. This is a subset, so the mix of outcomes need not match the whole.

The line under a structure holds: C1s inh	Her2 expr inh	ROCK2 blocker	CatB mix inh	PKA kinase inh	CatB block	CatS inh	CatL block	CatG inh
- c1coc(CN2CN=C(Nc3nc4ccccc4s3)NC2)c1
 : -29	109	1	0	7	4	2	0	-6
- CCNc1nc(NCC)n2c(SCc3ccc(F)cc3)nnc2n1
 : -8	110	2	3	7	4	-1	6	-5
- c1cnc2c(SCc3ccc(-c4nnco4)cc3)cccc2c1
 : 1	148	2	2	11	3	6	-6	-2
- CCOC(=O)c1ccc(NC(=O)Cn2nnc(-c3ccc(C)cc3)n2)cc1
 : -6	142	-3	-1	7	-4	0	-5	-7
- CCS(=O)(=O)N1CCC(C(=O)N2CCOCC2)CC1
 : -35	109	-1	-6	2	-1	-11	10	-5
- CC1(C)CC(=O)C=C(Nc2ccc(Br)cn2)C1
 : 0	68	1	1	-3	3	0	·	-1
- COC(=O)C(CC(C)C)NC(=O)CSc1nc(-c2ccccc2)c(C#N)c(=O)[nH]1 (stereo not given)
 : -4	88	7	2	5	-3	-3	10	4
- Brc1cccc(/C=N\n2cnnc2)c1
 : 3	99	-9	-6	-15	-3	-1	3	5
- CCCn1cc(NC(=O)c2cc3n(n2)C(C(F)(F)F)CC(c2ccccc2)N3)cn1 (stereo not given)
 : 10	84	-1	6	-2	3	19	7	12
- Cc1ccccc1-n1nc(C)c2cc(C(=O)N3CCN(S(=O)(=O)c4ccc(F)cc4)CC3)sc21
 : -9	38	-1	-2	-1	-5	4	-6	1
- C=CCOc1ccc(/C(O)=C2\C(=O)C(=O)N(CCCOC)C2c2ccc(O)c(OC)c2)cc1 (stereo not given)
 : -27	135	0	6	2	0	11	·	3
- CSC1=NCCN1C(=O)c1c(-c2ccccc2Cl)noc1C
 : -127	72	-2	-18	-8	2	-6	5	-23
- COC(=O)C1CCN(C(c2ccc(OC)c(OC)c2)c2sc3nc(C)nn3c2O)CC1 (stereo not given)
 : 3	100	-4	1	-11	1	15	13	15
- O=C(c1ccco1)N1CCN(S(=O)(=O)c2ccc(Oc3ccccc3)cc2)CC1
 : 1	134	·	40	9	4	·	25	-11
- O=C1CC(c2ccc(S(=O)(=O)NCc3ccccc3)cc2)CN1 (stereo not given)
 : -14	146	-4	-5	2	0	-3	·	-8
- Oc1ccc(Br)cc1CN1CCCCCCC1
 : 13	96	7	3	10	·	-1	-5	9
- O=C(OCc1cc(-c2ccccc2)no1)c1ccc2ccccc2n1
 : -7	88	5	6	6	-2	1	6	2
- Cc1c(N(C)C(=O)c2ccco2)c(=O)n(-c2ccccc2)n1C
 : 5	51	5	16	5	5	9	19	8
- CC(=O)Oc1cccc(/C=c2\sc3nc(-c4ccco4)nn3c2=O)c1
 : 3	45	7	3	7	-5	0	8	10
- O=C(NCc1ccccn1)c1ccc(=O)oc1
 : ·	93	-14	·	0	1	·	35	·
- CCOC(=O)c1nnn(-c2nonc2N)c1COc1ccccc1
 : -42	67	6	3	9	6	15	5	-7
- COc1ccc(N(C(=O)c2cccc(OC)c2OC)C2C=CS(=O)(=O)C2)cc1 (stereo not given)
 : 8	116	4	5	5	4	6	4	10
- O=C(NCCO)c1cccc2c1C(=O)c1ccccc1-2
 : -2	130	9	2	3	-4	3	-4	12
- CCOC(=O)c1nnn(-c2nonc2N)c1CNc1ccccc1
 : 4	89	7	3	5	1	-12	-5	8
- Clc1ccccc1-c1nc(-c2cccnc2)no1
 : -3	85	5	3	7	3	5	17	8
- CCn1c(=O)c2cc(C(=O)Nc3cc(C)on3)sc2c2ccccc21
 : -1	97	5	3	6	11	6	·	8
- COc1cc(OC)cc(C(=O)N2CCN(c3ncccn3)CC2)c1
 : 3	91	1	1	4	3	5	-6	-2
- CCC(C)c1ccc2oc(-c3ccc(NC(=O)Cn4cnc5c(=O)n(C)c(=O)n(C)c54)cc3)nc2c1 (stereo not given)
 : -44	130	4	10	3	0	-7	-23	-9
- CCN(CC)C(=O)CN1CCC(n2c(C)nc3cc(C(F)(F)F)ccc32)CC1
 : 11	148	4	3	8	1	3	6	7
- O=C(OCc1ccccc1)C1CCCN1C(=O)c1cccs1 (stereo not given)
 : -10	120	9	5	5	-4	-7	-3	-2
- CCCN1C2=C(C(=O)CCC2)C(c2ccc(O)c(Br)c2)C2=C1CCCC2=O
 : 31	100	4	8	8	1	14	-12	10
- Cc1ccccc1OCC(=O)N(Cc1cccs1)C1CCS(=O)(=O)C1 (stereo not given)
 : 7	64	-1	5	-2	1	15	-7	7
- COC(=O)Cn1ncn2c(cc3oc(C)cc32)c1=O
 : 1	103	0	4	3	2	3	1	-4
- O=c1[nH]c2cc3c(cc2cc1CN(Cc1cccs1)Cc1nnnn1Cc1ccco1)OCCO3
 : -15	97	5	8	-3	4	4	-7	6
- Cc1ccccc1-c1nc(CS(=O)(=O)CC(=O)NCc2ccc3c(c2)OCO3)c(C)o1
 : 6	92	-2	9	0	-3	32	38	2
- COc1ccc(CCNC(=O)CCS(=O)(=O)c2ccc3c(c2)CCN3C(C)=O)cc1OC
 : 0	86	6	4	15	-2	-3	15	7
- CCOC(=O)c1c(N)c(C#N)cn1-c1ccccc1
 : 7	189	5	2	6	4	6	22	9
- CCc1ccc(NC(=O)Cn2c(=O)n(CCCC(=O)NCc3ccco3)c(=O)c3ccccc32)cc1
 : -11	59	4	4	11	4	-1	0	5
- O=C(Oc1ccc2cccc(OC(=O)N3CCOCC3)c2c1)N1CCOCC1
 : 44	68	·	4	3	0	-5	5	38
- Cc1nnc(SC(=O)N2c3ccccc3Sc3ccccc32)s1
 : 20	0.9*	4	5	10	2	-13	-5	13
- CCOc1ccc(N(Cc2cc3cc(OC)ccc3[nH]c2=O)C(=O)C2CCCO2)cc1 (stereo not given)
 : -39	119	-1	-11	6	1	-19	-31	-23
- COc1cc(C(=O)NCc2nnc(SCC(=O)Nc3cccc(C)c3)o2)cc(OC)c1OC
 : 10	115	·	2	11	3	2	5	7
- COc1ccc(C)cc1-n1nnnc1SCc1cn2ccsc2n1
 : 15	80	1	1	5	4	-3	6	6
- Nc1nc(CN2CCN(c3ccccc3)CC2)nc(N2CCCc3ccccc32)n1
 : 22	146	0	5	6	-4	-1	-16	13
- CCOC(=O)N1CCN(S(=O)(=O)c2ccc(OCC(=O)OC)c(C)c2)CC1
 : 3	64	-1	0	0	0	-1	9	9
- O=C(CCn1c(=S)[nH]c2ccccc2c1=O)N1CCN(c2ccccn2)CC1
 : 6	119	·	6	7	-2	-2	-4	11
- CCOC(=O)C1CCCN(C(=O)CSc2nccn2C)C1 (stereo not given)
 : -10	105	5	-8	10	-6	-10	-8	-2
- CCCCCCc1cc2cc(-c3nnc(-c4ccccc4O)o3)c(=O)oc2cc1O
 : ·	24	-7	·	1	-4	·	-105	·
- CC1Cc2ccccc2N1C(=O)CN1C(=O)NC(C)(c2ccc3c(c2)OCCO3)C1=O (stereo not given)
 : -6	117	4	-1	8	0	-2	8	0
- N#Cc1c2n(cnc1=O)CCCCC2
 : -117	79	·	-8	·	6	-4	6	-3
- CCOc1ccc2[nH]c(=O)c(CN(CCO)C(=O)c3ccc(F)cc3)cc2c1
 : 8	82	5	2	0	-6	-6	8	12
- O=C(CSc1cccc2cccnc12)NCc1ccco1
 : -204	92	3	-16	13	4	-38	-51	-23
- CCCC(=O)Nc1nc2ccc(S(N)(=O)=O)cc2s1
 : 2	122	2	0	1	0	1	1	-5
- CCC1(C)OC(=O)N2CCc3c(C)[nH]c4c(C)ccc(c34)C21C (stereo not given)
 : 14	91	0	4	3	3	11	11	11
- OCc1csc(=Nc2ccccc2)n1-c1ccccc1
 : -15	121	4	-5	12	1	-6	17	-7
- CS(=O)(=O)N(CCc1ccccc1)CC(=O)N1CCN(Cc2ccccc2)CC1
 : 2	74	1	6	3	-3	6	27	1
- O=C1CC(c2cccc(Cl)c2)Cc2nc(N3CCOCC3)ncc21 (stereo not given)
 : 1	91	1	22	3	1	22	-2	3
- O=C(CSc1nnc2ccccn12)c1ccc(OC(F)F)cc1OC(F)F
 : -20	98	6	-6	9	1	-5	0	5
- Cc1ccc(C(=O)Nc2ccccc2C(=O)NC(CC(=O)O)C(=O)O)cc1 (stereo not given)
 : 40	102	3	3	7	0	-4	3	9
- CCOC(=O)CCC(=O)c1c(C)oc2ccc(OC)cc12
 : -23	90	-2	5	-4	9	11	-1	-10

Rewritten as comma-separated lines: 2 of the compounds above.
structure,C1s inh,Her2 expr inh,ROCK2 blocker,CatB mix inh,PKA kinase inh,CatB block,CatS inh,CatL block,CatG inh
O=C1CC(c2cccc(Cl)c2)Cc2nc(N3CCOCC3)ncc21 (stereo not given),1,91,1,22,3,1,22,-2,3
OCc1csc(=Nc2ccccc2)n1-c1ccccc1,-15,121,4,-5,12,1,-6,17,-7

Next entries.
The line under a structure holds: C1s inh	Her2 expr inh	ROCK2 blocker	CatB mix inh	PKA kinase inh	CatB block	CatS inh	CatL block	CatG inh
- CC(C)c1ccc(NC(=O)c2cccnc2)cc1
 : 10	84	6	-2	6	1	-9	-3	6
- CCOc1ccc(N2C(=O)CC(N3CCN(C4CCc5ccccc5C4)CC3)C2=O)cc1 (stereo not given)
 : 14	46	-4	0	-8	4	-5	3	21
- O=C(CCS(=O)(=O)c1cc(Br)cc2c1N(C(=O)C1CC1)CC2)NCc1ccco1
 : -25	79	5	5	1	-4	4	0	0
- O=C(O)CCCC(=O)Nc1ccc(Cl)c(Cl)c1
 : 8	91	4	4	-3	1	-2	-4	13
- O=C(CN(C(=O)CCNC(=O)c1ccco1)c1ccccc1)NC1CCCC1
 : -23	100	3	6	1	9	10	10	-7
- Nc1ncc2c(n1)CC(c1ccco1)CC2=O (stereo not given)
 : 2	114	2	2	5	-1	2	3	-4

Marked active in Her2 expr inh (from the list above):
The line under a structure holds: C1s inh	Her2 expr inh	ROCK2 blocker	CatB mix inh	PKA kinase inh	CatB block	CatS inh	CatL block	CatG inh
- Cc1nnc(SC(=O)N2c3ccccc3Sc3ccccc32)s1
 : 20	0.9*	4	5	10	2	-13	-5	13

Reformatted as tab-separated lines: entries from further up.
smiles	C1s inh	Her2 expr inh	ROCK2 blocker	CatB mix inh	PKA kinase inh	CatB block	CatS inh	CatL block	CatG inh
CC(C)c1ccc(NC(=O)c2cccnc2)cc1	10	84	6	-2	6	1	-9	-3	6
CCOc1ccc(N2C(=O)CC(N3CCN(C4CCc5ccccc5C4)CC3)C2=O)cc1 (stereo not given)	14	46	-4	0	-8	4	-5	3	21
O=C(CCS(=O)(=O)c1cc(Br)cc2c1N(C(=O)C1CC1)CC2)NCc1ccco1	-25	79	5	5	1	-4	4	0	0
O=C(O)CCCC(=O)Nc1ccc(Cl)c(Cl)c1	8	91	4	4	-3	1	-2	-4	13
O=C(CN(C(=O)CCNC(=O)c1ccco1)c1ccccc1)NC1CCCC1	-23	100	3	6	1	9	10	10	-7
Nc1ncc2c(n1)CC(c1ccco1)CC2=O (stereo not given)	2	114	2	2	5	-1	2	3	-4

Screens deposited in PubChem by several laboratories.
